From PubChem
PLK1 PBD inh: inhibitors of human PLK1 polo-box domain binding. P53350. Plk1 PBD binding of FITC phosphopeptide, fluorescence polarization. Potency, µM, for inactives: max response, negative = inhibition, actives largely listed as inhibitors. hit rate 2.8% among 360,000; also: potency is read from the fitted curve at half-maximal effect; series mostly up to about 57 µM; % is scaled to controls: 0 for no effect and ±100 for the full control effect; nearly all actives have a fitted effect of over 65% in size
EPAC2 antagonist: blocks human EPAC2 exchange factor; Q8WZA2; EPAC2 GEF exchange of Rap1B-BODIPY-GDP, fluorescence; Potency, µM (titrated, usually from 114 µM), inactives show top-dose activity, negative = inhibition, actives largely listed as inhibitors; hit rate 0.18% among 360,000; also: potency is read from the fitted curve at half-maximal effect; % is scaled to controls: 0 for no effect and ±100 for the full control effect; nearly all actives have a fitted effect of over 45% in size; many of its hits are not listed in these tables
MmCpn inh: inhibitors of Methanococcus maripaludis chaperonin (MmCpn) | purified Mm-Cpn ATPase, ADP Transcreener TR-FRET | Potency, µM (doses to about 76.9 µM), for inactives: at the highest dose activity, negative = inhibition, actives largely listed as inhibitors | hit rate 0.031% among 330,000 | AID 504842; also: potency is read from the fitted curve at half-maximal effect; % is scaled to controls: 0 for no effect and ±100 for the full control effect; nearly all actives have a fitted effect of over 80% in size
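Purified archaeal chaperonin (25 nM final) was preincubated with compound for 10 min at 37°C, then ATP (10 uM final) was added for 30 min at 37°C in Tris pH 7.4/KCl/MgCl2/DTT buffer. ADP was quantified by HTRF Transcreener TR-FRET.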
EPAC1 ag: activates human EPAC1 exchange factor; EPAC1 agonist qHTS, biochemical assay; response scale: 100% = response to 6.5 mM cAMP; Potency, µM (series often up to 154 µM), without a hit: at the top dose activation, actives largely listed as activators; hit rate 0.073% among 360,000; AID 720707; also: potency is read from the fitted curve at half-maximal effect; nearly all actives have a fitted effect of over 60% in size
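EPAC1 100 nM, Rap1B–BODIPY-GDP 250 nM, unlabeled GDP 50 uM; compound titration; 5 min RT; kinetic read ex480/em540 at 5-min intervals ×30 min; data normalized to 6.5 mM cAMP agonist control.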
WRN helicase inh: inhibitors of human WRN helicase. Q14191. WRN helicase unwinding, fluorescent forked duplex, kinetic. Potency, µM (highest dose often 114 µM), without a hit: top-dose activity change, negative = inhibition, usual class: inhibitors. hit rate 0.46% among 360,000. AID 651768; also: potency is read from the fitted curve at half-maximal effect; % is scaled to controls: 0 for no effect and ±100 for the full control effect; nearly all actives have a fitted effect of over 55% in size
Target sequence (Q14191 whole entry, looked up): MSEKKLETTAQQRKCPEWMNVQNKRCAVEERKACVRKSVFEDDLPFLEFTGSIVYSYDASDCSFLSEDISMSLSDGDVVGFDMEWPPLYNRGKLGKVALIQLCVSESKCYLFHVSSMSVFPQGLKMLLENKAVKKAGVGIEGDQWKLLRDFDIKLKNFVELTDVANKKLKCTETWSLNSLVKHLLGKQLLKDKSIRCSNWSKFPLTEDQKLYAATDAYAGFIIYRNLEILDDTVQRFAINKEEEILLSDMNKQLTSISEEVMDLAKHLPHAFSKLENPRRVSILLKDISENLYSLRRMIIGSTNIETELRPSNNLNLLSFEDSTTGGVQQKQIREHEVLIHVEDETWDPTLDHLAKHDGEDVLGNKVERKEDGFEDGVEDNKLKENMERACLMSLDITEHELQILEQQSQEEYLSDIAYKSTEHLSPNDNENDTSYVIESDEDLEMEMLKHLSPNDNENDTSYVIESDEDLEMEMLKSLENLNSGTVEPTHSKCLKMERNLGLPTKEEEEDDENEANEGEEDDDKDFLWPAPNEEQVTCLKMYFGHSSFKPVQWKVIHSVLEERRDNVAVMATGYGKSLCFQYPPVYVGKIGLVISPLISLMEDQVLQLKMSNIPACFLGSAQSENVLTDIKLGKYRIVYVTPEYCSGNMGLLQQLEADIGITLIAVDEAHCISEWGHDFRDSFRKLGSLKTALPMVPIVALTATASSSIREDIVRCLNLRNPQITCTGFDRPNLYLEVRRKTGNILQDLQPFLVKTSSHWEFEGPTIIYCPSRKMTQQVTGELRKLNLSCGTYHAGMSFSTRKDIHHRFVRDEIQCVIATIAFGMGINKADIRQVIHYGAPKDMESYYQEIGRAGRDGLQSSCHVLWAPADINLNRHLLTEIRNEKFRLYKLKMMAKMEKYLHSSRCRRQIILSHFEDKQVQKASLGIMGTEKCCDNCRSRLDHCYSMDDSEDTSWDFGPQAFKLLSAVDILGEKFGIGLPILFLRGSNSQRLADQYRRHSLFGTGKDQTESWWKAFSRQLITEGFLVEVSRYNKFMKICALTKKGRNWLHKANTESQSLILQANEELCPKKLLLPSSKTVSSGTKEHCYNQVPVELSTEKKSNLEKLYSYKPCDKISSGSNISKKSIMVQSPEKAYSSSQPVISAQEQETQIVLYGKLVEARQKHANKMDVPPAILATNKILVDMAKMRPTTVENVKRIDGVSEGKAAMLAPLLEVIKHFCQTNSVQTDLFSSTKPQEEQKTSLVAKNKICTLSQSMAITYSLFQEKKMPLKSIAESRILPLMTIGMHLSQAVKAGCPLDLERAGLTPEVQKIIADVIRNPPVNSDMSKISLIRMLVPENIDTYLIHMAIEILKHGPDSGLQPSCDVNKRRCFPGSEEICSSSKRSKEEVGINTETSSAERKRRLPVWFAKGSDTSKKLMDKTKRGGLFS
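WRN at 20 nM final preincubated with compound 15 min at room temperature; reaction started with 100 nM fluorophore/quencher forked duplex oligonucleotide and 2 mM ATP final. Unwinding followed kinetically by red fluorescence (ex 525, em 598 nm).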
PI5P4Ka inh: blocks human PI5P4K alpha kinase activity. P48426. PI5P4Kalpha enzyme, ADP-Glo luminescence, 60 min; stronger effect = lower value. max response, %. hit rate 1.2% among 330,000; active = max response of -50% or lower; inconclusive = between -30% and -50%; inactive = -30% or higher; also: value at the top dose of about 77 µM; % is scaled to controls: 0 for no effect and ±100 for the full control effect
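Human PI5P4Kalpha with substrate in 0.038 M HEPES pH 7.4, 0.28 mM EGTA, 0.1% CHAPS, 5% DMSO; reaction started with 5 microM ATP (final), 60 min at room temperature. ADP formed read by ADP-Glo luminescence.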
CCT chaperon mod: cytosolic chaperonin activity modulation | purified chaperonin ATPase assay, HTRF ADP detection, 30 min | activity change, % (test concentration not listed), hits read low | hit rate 0.3% among 360,000 | AID 651819; in the data active = activity change below about -30%; also: % is scaled to controls: 0 for no effect and ±100 for the full control effect
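ATPase activity: ADP formed was measured by HTRF Transcreener (665/615 nm ratio) after 30 min at 37 deg C with 10 uM ATP. Compounds screened at one 76 uM concentration against 40 or 20 nM TRiC in Tris pH 7.4/KCl/MgCl2/DTT buffer.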
EPAC1 antagonist: EPAC1 (human) antagonism; hit rate 0.14% among 360,000; Potency, µM (highest dose often 115 µM), without a hit: at the highest dose activity change, negative = inhibition, hits mostly inhibitors; EPAC1 GEF assay, Rap1b-BODIPY-GDP exchange fluorescence; O95398; AID 720709;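 also: potency is read from the fitted curve at half-maximal effect; plate controls were vehicle for no effect and positive control for full effect; nearly all actives have a fitted effect of over 50% in size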
* = called active by the depositor; ? = inconclusive; . = not tested or not shown; [ ] = dose if it differs, or a comment. Unless noted, calls follow the shape of the dose curve; as a rule, active = well fitted curve in the direction sought with a large enough effect; inconclusive = small, poorly fitted or top-dose-only effect, or another doubt; inactive = no such curve, though single readings can be large; an effect the other way counts as inactive or inconclusive. An excerpt, so the mix of outcomes need not match the whole.

SMILES | PLK1 PBD inh | EPAC2 antagonist | MmCpn inh | EPAC1 ag | WRN helicase inh | PI5P4Ka inh | CCT chaperon mod | EPAC1 antagonist
S=C(NC1CCCCC1)N1CCN(c2ncccn2)CC1 | -7% | 4% | 4% | 5% | 0% | 5 | -4.6 | 5%
Cc1cc(OCCCC(=O)NCCc2ccccn2)ccc1Cl | -12% | -10% | -1% | 6% | 5% | 0 | -1.9 | 1%
CCN1CCN(c2ncnc3c2c(-c2ccccc2)cn3-c2ccc(F)cc2)CC1 | -5% | 0% | -6% | -5% | 3% | 4 | -1.2 | -12%
COC(=O)C1=C(C(=O)OC)[C@@H]2N(C)c3ccc(OC)cc3[C@@]23C[C@@H](C(=O)OC)N(C(=O)CC(C)C)C3=N1 | 3% | -19% | . | -27% | -6% | 6 | -2.0 | -15%
Oc1ccc(-c2nc3ccccc3nc2-c2ccccc2)cc1 | -1% | ? | 1% | 10% | 0% | 2 | -2.1 | -10%
COc1ccccc1N(CC(=O)NCCSCc1cccc(Cl)c1)S(C)(=O)=O | 1% | -1% | 0% | -7% | -8% | 5 | -1.3 | -11%
COc1c(C)cc(C(=O)C2CCCN(C(=O)c3cccc(F)c3)C2)cc1C (stereo not drawn) | -3% | 6% | 3% | -2% | 0% | -9 | 0.2 | 9%
O=C(Nc1ccc(Cl)cc1)N1CCCN(c2ccc(C(F)(F)F)cc2[N+](=O)[O-])CC1 | 0% | ? | -4% | 4% | -12% | 0 | 0.7 | -20%
CC(C)c1ccc(N=c2c([N+](=O)[O-])nn(-c3ccc4c(c3)OCCO4)n2O)cc1 | -9% | -5% | 0% | 9% | -1% | . | 2.6 | -21%
COc1ccc(NC(=O)CCCNC(=O)Cn2cnc3sc(C)c(C)c3c2=O)cc1OC | -3% | 4% | 3% | -11% | 0% | 0 | -1.0 | -7%

Reprinted from the part before: 2 compounds, then new ones.
SMILES | PLK1 PBD inh | EPAC2 antagonist | MmCpn inh | EPAC1 ag | WRN helicase inh | PI5P4Ka inh | CCT chaperon mod | EPAC1 antagonist
CC(C)c1ccc(N=c2c([N+](=O)[O-])nn(-c3ccc4c(c3)OCCO4)n2O)cc1 | -9% | -5% | 0% | 9% | -1% | . | 2.6 | -21%
COc1ccc(NC(=O)CCCNC(=O)Cn2cnc3sc(C)c(C)c3c2=O)cc1OC | -3% | 4% | 3% | -11% | 0% | 0 | -1.0 | -7%
CCOc1c2ccc(C(=O)NCc3ccco3)cc2nn1CC | 0% | 5% | 2% | 2% | 0% | -2 | 1.0 | 4%
CC(C)(C)c1ccc(OCC(=O)N2CCN(C=O)CC2)cc1 | -1% | -1% | 2% | 4% | -7% | 9 | -1.8 | 0%
COc1ccc2c(C)nc(Nc3nc(-c4ccccc4)cc(=O)[nH]3)nc2c1 | 3% | -16% | 1% | 4% | ? | -6 | -2.3 | 4%
COc1cccc(NC(=O)c2oc3ccccc3c2NC(=O)c2ccc3c(c2)OCO3)c1 | -6% | 7% | -25% | 8% | -7% | . | -0.8 | -9%
CCOC(=O)C1(Cc2cccc(OC)c2)CCCN(C(=O)c2cc(C)on2)C1 (stereo not drawn) | 2% | 1% | 0% | 1% | -17% | -5 | -0.4 | 15%
CCc1nc(N2CCC3(CC2)OCCO3)c2nnn(Cc3ccccc3Cl)c2n1 | 4% | -5% | -1% | 13% | -15% | 3 | -2.4 | -10%
Cc1cccc[n+]1CC(=O)c1ccc(Cl)cc1 | -3% | 7% | . | 19% | 0% | 0 | -1.8 | -12%
COCC(C)NCC(=O)NC(C)CCc1ccccc1 (stereo not drawn) | -14% | -2% | -1% | 7% | -16% | -10 | -2.1 | -7%
Cc1ccc(C(=O)CCC(=O)NNC(=O)c2ccccc2O)cc1 | -6% | -6% | 2% | 11% | -2% | 0 | -0.4 | -7%
CN1c2ccccc2C(C)(C)C12C=Cc1cc(O)ccc1O2 (stereo not drawn) | 0% | -20% | 0% | ? | -28% | . | 2.5 | -12%
COc1ccc(N2C(=O)C3CC(C)=C(C)CC3C2=O)c(OC)c1 (stereo not drawn) | 0% | -3% | -3% | 1% | 2% | 1 | -0.8 | 10%
COc1ccccc1NC(=O)Nc1cnccn1 | -19% | -12% | 1% | 0% | -2% | 1 | -1.3 | -3%
CCOC(=O)c1ccc(N/C(=N\S(=O)(=O)c2ccc(F)cc2F)c2ccccc2)cc1 | -6% | -16% | 2% | -1% | -7% | -5 | -1.8 | -23%
O=c1c(CN2CCN(Cc3ccccc3F)C(CCO)C2)coc2ccccc12 (stereo not drawn) | -2% | 4% | 1% | 1% | -13% | -4 | -0.2 | 3%
COCCCNC(=O)c1ccc(N(C)S(=O)(=O)c2ccc(OC)cc2)cc1 | -10% | 1% | 2% | 7% | 3% | -3 | -1.7 | -1%
COc1cccc(/C=N/Nc2ncnc3scc(-c4ccccc4)c23)c1OC | 0% | 0% | -1% | 19% | -30% | . | 0.6 | -4%
COc1ccc(C2C(C(=O)c3ccco3)=C(O)C(=O)N2c2nnc(C)s2)cc1 (stereo not drawn) | -12% | 16% | -12% | -3% | -19% | -11 | -6.7 | -13%
CC(=O)Cn1ncc(N2CCOCC2)cc1=O | -4% | 1% | 0% | 17% | -10% | 0 | 1.5 | 12%
COc1ccc(C2C(C#N)=C(N)Oc3cc(N)ccc32)cc1 (stereo not drawn) | -4% | -7% | -1% | 10% | -5% | 0 | 0.4 | -2%
Cn1ncc2c(Nc3ccc4ccccc4c3)ncnc21 | 1% | 3% | -2% | 10% | -6%[11.6 µM] | . | 3.5 | -1%
O=C(COC(=O)COc1ccc(Cl)cc1Cl)NC1CCS(=O)(=O)C1 (stereo not drawn) | 1% | -4% | -4% | 17% | -7% | 4 | -1.0 | 1%
CCN(C(=O)COc1ncnc2sccc12)c1ccccc1 | -8% | -4% | 3% | -3% | 4% | 9 | 0.5 | 5%
CCOC(=O)c1c(CSCc2ccccc2)oc2ccc(O)c(CN(C)C)c12 | 2% | 0% | 1% | 0% | 1% | 4 | 0.8 | 3%
COCCNS(=O)(=O)c1cc(-c2nn(C)c(=O)c3ccccc23)ccc1C | -27% | 0% | -2% | 0% | -4% | 3 | -1.1 | 0%
COc1ccccc1CCN=C(N)NS(=O)(=O)c1ccccc1 | -5% | 4% | 0% | 7% | -6% | -6 | -2.9 | -14%
COc1ccc2c(c1OC)C(=O)N1C2SC(C)(C)[C@H]1C(=O)NC1CCCC1 (stereo partly drawn) | -6% | -9% | 2% | -7% | 0% | -2 | -0.7 | 13%
COC(=O)CCC(NC(=O)OCc1ccccc1)C(=O)NC(CC(C)C)C(=O)OC (stereo not drawn) | -7% | 5% | 1% | 2% | 6% | 3 | -0.6 | 1%
O=C(NCCCN1CCOCC1)c1cccc(S(=O)(=O)NCc2ccccc2)c1 | -2% | 10% | 2% | -1% | 6% | 9 | 1.0 | 6%
Cc1cccc(/C(N)=N/OC(=O)COc2ccc(Cl)c(C)c2)c1 | -2% | -16% | 1% | -7% | -3% | 15 | 0.9 | 7%
COC(=O)c1cnn2c(C(F)(F)F)cc(-c3ccc(F)cc3)nc12 | 0% | -2%[57.1 µM] | -11% | 5% | 7% | 2 | -1.2 | -3%
CCn1c(=O)c(C(=O)NCc2ccccc2Cl)c(O)c2ccccc21 | 6% | 11% | -6% | 5% | 4% | 24 | -1.5 | -5%
O=S(=O)(NCc1ccccn1)c1ccc(Br)s1 | -4% | -1% | 0% | 2% | 3% | . | 0.2 | -9%
COC(=O)c1nc(-n2nc(C)cc2C)ccc1Cl | -5% | 1% | -1% | 9% | -3% | . | -2.6 | 7%
CCOc1ccc(CCNC(=O)c2cccc(C#N)c2)cc1OCC | -17% | -4% | -1% | 4% | 11% | -8 | -4.0 | -4%
CC(Sc1nnc(CN2CCCC2)n1Cc1ccccc1)C(=O)Nc1ccccc1 (stereo not drawn) | -2% | -8% | 3% | 2% | -6% | -2 | 0.8 | -16%
CC(C)(C)c1cc(CCC(=O)NCc2ccccn2)cc(C(C)(C)C)c1O | -1% | ? | -2% | -3% | -5% | 8 | 1.7 | -11%
CCOC(=O)c1sc(NC(=O)c2cccc(S(=O)(=O)N3CCc4ccccc43)c2)c(C#N)c1C | ? | -8% | 0% | -2% | -11% | -2 | 1.0 | 2%
CN1CCN(C(=O)Cn2c(C(F)(F)F)nc3ccccc32)CC1 | -6% | -2% | -1% | -4% | -2% | -3 | -3.0 | -8%
CC(C)C(NC(=O)C1CCC(C(C)(C)C)CC1)C(=O)NCCCN1CCCCC1 (stereo not drawn) | 1% | 5% | 3% | 0% | 2% | -2 | 0.1 | 8%
CN1CCN(c2ccc(NC(=O)c3ccccc3)cc2)CC1 | 5% | 9% | -1% | 2% | 2% | -3 | 0.0 | 8%
CC1(C)CC(=O)C(C2C3=C(CC(C)(C)CC3=O)Oc3ccccc32)C(=O)C1 (stereo not drawn) | -19% | 11% | -21% | 0% | -11% | -2 | -2.1 | 12%
Cc1cccc(NC(=S)NN2CCOCC2)c1C | -5% | 0% | 0% | -11% | 0% | 2 | -2.4 | -5%
O=C(NCc1ccccn1)c1cc(-c2ccc(Cl)cc2)oc1C(F)(F)F | 3% | -28% | -12% | -3% | -6% | 7 | 0.0 | -11%
CC(C)n1nc(C(=O)NNC(=O)c2ccncc2)c2ccccc2c1=O | -1% | -5% | -2% | -35%[inhibitor] | -20% | 5 | 1.3 | -4%
CN(C(=O)c1cc2c(=O)n3ccccc3nc2s1)C1CCCCC1 | -5% | -1% | . | -4% | -6% | -5 | 1.4 | 6%
CCN(CC(=O)Nc1ccc(N2CCOCC2)cc1)C(=O)c1ccc(C(F)(F)F)cc1 | -5% | 7% | 4% | 4% | -32%[57.1 µM] | 1 | -0.9 | 0%
Cc1nc(Cl)c(S(N)(=O)=O)c(C)c1Cl | 1% | 11% | -3% | 4% | -11% | 15 | 1.8 | 5%
CCOc1ccccc1N1CCN(CC(=O)Nc2ccccc2C(=O)NC2CC2)CC1 | -2% | -2% | 1% | 3% | 3% | -3 | -1.3 | -7%
COCCCNC(=O)c1ccc([N+](=O)[O-])c(Cl)c1 | -8% | 6% | 1% | 6% | 6% | -7 | 0.4 | -10%
Nc1ccc(N2CCCCC2)c(S(=O)(=O)Nc2ccccc2Cl)c1 | 27µM* | -22% | -1% | 6% | -12% | ? | 2.4 | -8%
CCN(CC)c1ccc(/C=N/n2c(C)cc(C)cc2=O)cc1 | -1% | 8% | 0% | -6% | 7% | . | -1.5 | 4%
